PTAP TSG101 blk: blocks PTAP/TSG101 interaction to inhibit HIV-1 budding; Fluorescence polarization, FITC-PTAP peptide / Tsg101 binding; 340,000 tested, under 10 active; Q99816; Potency, µM (titrated, usually from 115 µM), inactives show at the top dose activity change, negative = inhibition, usual class: inhibitors; active = well fitted inhibition curve with a large enough effect in the main read-out, with a control signal flat, not every such curve was filed as active; inconclusive = small, poorly fitted or top-dose-only effect, or effect the other way, or a change in a side signal; inactive = no such curve, though single readings can be large or run the other way; note: potency is the fitted concentration of half-maximal effect; % of control where 0% means no effect
Target sequence (Q99816 whole entry, looked up): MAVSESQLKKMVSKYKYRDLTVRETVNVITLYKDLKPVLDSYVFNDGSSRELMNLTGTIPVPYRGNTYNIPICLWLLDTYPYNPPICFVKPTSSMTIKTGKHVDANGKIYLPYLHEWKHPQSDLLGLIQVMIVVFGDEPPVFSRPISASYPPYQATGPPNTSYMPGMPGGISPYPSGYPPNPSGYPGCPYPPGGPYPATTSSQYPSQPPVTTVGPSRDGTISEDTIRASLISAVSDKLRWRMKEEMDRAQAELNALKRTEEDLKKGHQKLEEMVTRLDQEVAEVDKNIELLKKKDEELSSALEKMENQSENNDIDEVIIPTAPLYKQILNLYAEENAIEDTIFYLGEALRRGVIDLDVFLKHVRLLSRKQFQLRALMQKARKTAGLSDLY
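FP read-out: FITC-PTAP peptide, 50 nM final, binding Tsg101 binding domain, 10 uM final; 20 min, r.t.; 10 mM HEPES pH 7.5, 0.15 M NaCl, 0.01% Tween 20, 3 mM EDTA, 0.1 mM TCEP.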
TSHR antagonist: antagonists of human thyroid stimulating hormone receptor; P16473; TSHR-expressing cells, TSH-stimulated cAMP HTRF, 2 h; stronger effect = lower value; activity change, negative = inhibition, % at 11.5 µM; 0.2% of 330,000 active; AID 504810;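 active = activity change below a set negative limit, meaning inhibition stronger than a set level, cut at about -70% in these data; inconclusive = activity change between two set negative limits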; note: % is set by controls: 0 for no effect and ±100 for the full control effect
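Cell-based HTRF cAMP assay; TSHR cells + compound, TSH EC80 (4nM final), 2 h, 37 deg C. Lysis with anti-cAMP cryptate and cAMP-d2, 30 min RT, read 665/620 nm.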
a7 integrin act: integrin-mediated muscular dystrophy alleviation activation. alpha7betagal myoblasts, beta-gal FDG fluorescence, 48 h. Potency, µM (series often up to 38.3 µM), for the others: at the top dose activation, actives largely listed as activators. 0.064% of 350,000 active. AID 624291;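 note: potency is the fitted concentration of half-maximal effect; 100% = response of the positive control SU9516; nearly all actives have a fitted effect of over 60% in size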
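Alpha7betagal+/- myoblasts (passage 13) were plated 16-24 hr, then exposed to compounds (1:260 dilution of DMSO stock) for 48 hours at 37C. After MPER lysis, β-galactosidase reporter activity was read as FDG fluorescence (ex 480/em 540) after 30 minutes.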
AT treatment: potential ataxia-telangiectasia treatments restoring KAP-1 phosphorylation | […] A-T fibroblasts, KAP-1 phosphorylation AlphaLISA; neocarzinostatin DNA damage 30 min before lysis | Potency, µM (top dose mostly 57.5 µM), without a hit: at the top dose activation, usual class: activators | 0.19% of 320,000 active; note: potency is the fitted concentration of half-maximal effect; % of control where 0% means no effect; nearly all actives have a fitted effect of over 45% in size
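hTERT-immortalized A-T patient fibroblasts ([…]), 500 cells/well in OPTI-MEM, 1% FBS, got compounds for 60 min, then NCS for 30 min at 37C. Lysates were then assayed for phospho-KAP-1 by AlphaLISA (anti-pKAP1 donor, anti-KAP1 acceptor beads), 6 hr at 25C.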
S-ASM inh: blocks human secretory acid sphingomyelinase | P17405 | placental ASM, HMU-PC fluorogenic substrate, 60 min | Potency, µM (highest dose often 57.5 µM), for inactives: at the highest dose activity change, negative = inhibition, hits mostly inhibitors | 0.006% of 340,000 active | AID 504937; note: potency is the fitted concentration of half-maximal effect
Target sequence (P17405 47-631 limits assumed): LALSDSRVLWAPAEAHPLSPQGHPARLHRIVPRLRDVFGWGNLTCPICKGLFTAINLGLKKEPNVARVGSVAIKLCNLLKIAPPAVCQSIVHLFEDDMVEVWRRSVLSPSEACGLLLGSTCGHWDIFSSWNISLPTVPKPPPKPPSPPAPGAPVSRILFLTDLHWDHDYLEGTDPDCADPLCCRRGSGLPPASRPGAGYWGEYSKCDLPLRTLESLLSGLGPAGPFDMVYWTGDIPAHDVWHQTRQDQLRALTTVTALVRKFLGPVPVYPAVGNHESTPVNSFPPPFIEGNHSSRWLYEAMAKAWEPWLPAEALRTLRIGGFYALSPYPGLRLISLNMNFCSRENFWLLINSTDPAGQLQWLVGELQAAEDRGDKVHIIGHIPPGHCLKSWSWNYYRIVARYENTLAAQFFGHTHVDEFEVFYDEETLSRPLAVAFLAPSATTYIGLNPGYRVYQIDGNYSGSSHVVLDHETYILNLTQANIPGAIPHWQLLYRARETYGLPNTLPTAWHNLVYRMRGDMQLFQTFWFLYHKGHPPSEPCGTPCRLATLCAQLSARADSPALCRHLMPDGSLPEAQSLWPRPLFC
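Human placenta-derived ASM enzyme was preincubated with compound for 10 minutes at room temperature, then given fluorogenic substrate HMU-PC0 (9 uM final) for 60 minutes at 37 °C; a pH 10 stop preceded fluorescence reading at Ex 386/Em 447 nm.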
Tb PFK inh: blocks T. brucei phosphofructokinase; T. brucei PFK, ADP-Glo luminescence; Potency, µM (series often up to 57.5 µM), for inactives: top-dose activity, negative = inhibition, most hits filed as inhibitors; 0.17% of 330,000 active; O15648;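 note: potency is the fitted concentration of half-maximal effect; 0% = uninhibited 1x PFK enzyme wells and -100% = no-enzyme wells; nearly all actives have a fitted effect of over 60% in size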
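1.25 nM PFK with 0.5 mM F6P and 0.1 mM ATP in 0.1 M TEA pH 8.0, 5 mM MgCl2, incubated 45 min at room temperature; ADP measured by ADP-Glo luminescence; compounds titrated up to 57 uM.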
ELG1 repair inh: ELG1-dependent DNA repair inhibition; HEK293T ELG1-luciferase reporter, luminescence, 16 h; DNA damage induced by 5-fluorouridine; Potency, µM (highest dose often 46.1 µM), for inactives: top-dose activity change, negative = inhibition, most hits filed as inhibitors; 2.3% of 330,000 active; note: potency is the fitted concentration of half-maximal effect; % is set by controls: 0 for no effect and ±100 for the full control effect; nearly all actives have a fitted effect of over 55% in size
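Cells (2,000 per well) received 5-fluorouridine plus test compound or DMSO and were incubated 16 hr at 37 °C, 5% CO2. Luciferase activity was read by luminescence 30 min after ONE-Glo addition; signal suppression marked inhibition of damage-induced ELG1 function.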
Mito fusion yeast: mitochondrial division inhibition or fusion activation. S. cerevisiae fusion-defective mutant growth rescue, CellTiterGlo 48 h. Potency, µM (doses to about 46.1 µM), inactives show at the highest dose growth rescue (activation), actives largely listed as activators. 0.23% of 320,000 active. AID 485298;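 note: potency is the fitted concentration of half-maximal effect; % of control where 0% means no effect; nearly all actives have a fitted effect of over 45% in size; temperature-sensitive fusion mutants such as fzo1-1 at 37 °C on non-fermentable ethanol glycerol medium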
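Growth-rescue viability read-out: after 48 h at the non-permissive 37C in glycerol/ethanol YPEG, yeast mitochondrial fusion mutants are measured by CellTiterGlo luminescence; compounds (23 nl pinned per well) restoring growth score as division inhibitors or fusion activators.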
Eya2 inh: Eya2 (human) phosphatase inhibition; O00167; recombinant Eya2, OMFP fluorescence dephosphorylation (OMFP is methylfluorescein phosphate); Potency, µM (series often up to 76.9 µM), without a hit: top-dose activity, negative = inhibition, hits mostly inhibitors; 0.006% of 330,000 active; note: potency is the fitted concentration of half-maximal effect; % is set by controls: 0 for no effect and ±100 for the full control effect
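Eya2 (0.2 uM) preincubated 10 min at ambient with compound, then OMFP substrate added at 50 uM; 10 min reaction in 50 mM HEPES pH 7.5, 50 mM NaCl, 5 uM MgCl2, 0.05% BSA, 1 mM DTT. Fluorescence read at Ex 485/Em 525 nm.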
Chronic BCR inh: blocks chronic active B-cell receptor signaling; 0.05% of 340,000 active; AID 493014; ABC-DLBCL IkBa-CBG/CBR reporter, luminescence ratio, 4 h; Potency, µM (highest dose often 46.1 µM), for the others: top-dose ratio change, negative = lower green/red ratio, most hits filed as inhibitors; active = well fitted inhibition curve with a large enough effect in the signal ratio, with a control signal flat, not every such curve was filed as active; inconclusive = small, poorly fitted or top-dose-only effect, or effect the other way, or a change in a side signal; the % refers to the signal ratio;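 note: potency is the fitted concentration of half-maximal effect; plate controls were basal doxycycline-induced cells for no effect and cells given 10 µM MG132 for full effect; MG132 reads +100%, hits lower the ratio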
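Cell line TMD8 (human ABC DLBCL), stably expressing tet-inducible CBG68-IkBa fusion and CBR; IMDM/0.5% FBS; cpd up to 46 uM; dox induction, 4 h, 37C/5% CO2; dual luminescence; green/red ratio; MG132 control.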
TCR act: T cell receptor activation; Potency, µM (titrated, usually from 9.22 µM), for inactives: at the highest dose activation of IL-2 secretion, hits mostly activators; primary human leukocytes, anti-CD3, IL-2 HTRF, 48 h; 330,000 tested, under 10 active; note: % of control where 0% means no effect
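TCR engagement came from a-CD3 beads alone, with compounds added to primary human leukocytes for 48 hr. Secreted IL-2 bridged europium cryptate- and d2-labelled anti-IL-2 antibodies, giving FRET emission at 665nm after 320nm excitation.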
* marks the source's active call; other numbers are inactive results; ? = inconclusive; . = not tested or not shown; [ ] = dose if it differs, or a comment. Unless noted, calls come from the whole dose curve; as a rule, active = well fitted curve in the direction sought with a large enough effect; inconclusive = small, poorly fitted or top-dose-only effect, or another doubt; inactive = no such curve, though single readings can be large; an effect the other way counts as inactive or inconclusive.

SMILES | PTAP TSG101 blk | TSHR antagonist | a7 integrin act | AT treatment | S-ASM inh | Tb PFK inh | ELG1 repair inh | Mito fusion yeast | Eya2 inh | Chronic BCR inh | TCR act
COc1ccc(SCCN2CCN(C)CCC2=O)cc1 | . | -3 | 11% | -9% | 2% | 1% | 28% | 1% | -6% | -3% | -6%
COc1ccc(S(=O)(=O)Nc2cccc3c2O[C@H](CN(C)Cc2ccc(-c4ccccc4)cc2)[C@@H](C)CN([C@H](C)CO)C3=O)cc1 | -1% | -6 | -12% | 2% | -2% | 1% | -7% | . | -4% | 3% | -7%
Cn1cc(C=O)c2cc(F)ccc21 | -2% | 14 | -24% | 4% | -1% | -8% | -10% | -6% | 13% | 0% | -2%
C[n+]1cn(/N=C/c2ccccc2)c2ccccc21 | -3% | 11 | 12% | 6% | 2% | -4% | -1% | . | -1% | 6% | 0%[46.1 µM]
CCC(C)N(C(=O)CSc1nc2ccc(OC)cc2[nH]1)C1CCS(=O)(=O)C1 (centres undefined) | -3% | 4 | -7% | -5% | 0% | -9% | 26% | -6% | 1% | 14% | 0%
CCC(=O)NC(c1ccc(OC)c(OC)c1)c1cc(Cl)c2cccnc2c1O (centres undefined) | -2% | 13 | -43% | 6% | -3% | -8% | ? | 8% | 2% | -2% | 2%
Cc1ccc(NC(=O)c2cnn(-c3ccccc3)c2C)c(C)c1 | 0% | 4 | 1% | -4% | -2% | -2% | ? | -1% | -3% | 3% | -5%
COc1ccc(S(=O)(=O)N2CCN(Cc3cccc(OC)c3)CC2)cc1 | -5% | -3 | -7% | 10% | -3% | 1% | -2% | -1% | -11% | -5% | .
Cc1ccc2cccc(OCC(=O)N3CCc4ccccc43)c2n1 | 0% | 4 | ? | 3% | -1% | 1% | -4% | -2% | -5% | ? | 9%
CCN1CCN(S(=O)(=O)c2ccc(Cl)c(C(=O)N(C)Cc3ccc(F)cc3)c2)CC1 | -1% | -1 | 0% | -6% | 3% | 0% | -5% | -8% | -7% | 4% | -4%
Cc1ccc(C(=O)C(C)Oc2cccc(NC(=O)c3ccco3)c2)cc1 (centres undefined) | -5% | -2 | 2% | 5% | -5% | 1% | ? | ? | 4% | -5% | 7%[46.1 µM]
COc1cccc(C2=CC(=O)C[C@H](c3ccc4c(c3)OCO4)C2)c1 | -2% | -35 | 16% | 9% | 0% | 4% | ? | 19% | -8% | 0% | -2%
CCCCNC(=O)CS(=O)Cc1nc(-c2ccc(C)cc2)oc1C (centres undefined) | -7% | 7 | -11% | 15% | -1% | 1% | -4% | -2% | 14% | -1% | 4%
O=C(CN1CCc2ccccc21)NC(=O)NCc1ccccc1 | -1% | 4 | 15% | 17% | 0% | ? | 0% | 4% | 7% | 9% | 0%
CCOC(=O)c1ccc(NC(=O)C2(c3ccccc3)CCOCC2)cc1 | -2% | -11 | 10% | . | -1% | 1% | -20% | 19% | -1% | -18% | 1%[46.1 µM]
COc1ccc(Cl)cc1NC(=O)NCc1ccco1 | -4% | -5 | -29% | 0% | 0% | 0% | -7% | 1% | 4% | -8% | -3%
CCCCn1c2ccccc2c2nnc(SCC(=O)NC3=NN=C(c4ccccc4)CS3)nc21 | . | -6 | . | -4% | . | 9% | ? | 1% | -13% | ? | -3%[46.1 µM]
CCCCn1c(=O)n(CC(=O)NCc2ccc(C)cc2)c(=O)c2c1nc(CO)n2CCC | 2% | 54 | -15% | -1% | -2% | -2% | ? | 2% | 7% | 7% | 6%
Cc1cc(NC(=O)CSc2nnc3ccc(-c4ccc(F)cc4)nn23)no1 | -7% | 13 | -5% | 9% | 6% | 0% | 11% | -3% | 14% | ? | 2%
COc1c(F)c(F)c(C(=O)O)c(Nc2ccc(C)cc2C)c1F | -3% | 9 | ? | 3% | 9% | 0% | -3% | -6% | -11% | ? | -4%
CCOc1ccc(NC(=O)CCn2ccnc2)cc1 | -3% | 8 | 1% | 0% | 1% | -21% | -1% | 9% | 6% | 1% | 4%
N#Cc1ccc(Cn2c(=O)oc3ccccc32)cc1 | -2% | 9 | 0% | -9% | 0% | 1% | -1% | -5% | -3% | -4% | 2%
CN1CCN(c2ccccc2/C=N/NC(=O)c2cccnc2)CC1 | 0% | 30 | 10% | -4% | 5% | 0% | 4% | -14% | 2% | 2% | 9%
COc1ccc(NC(=S)NCCc2ccc(F)cc2)c(OC)c1 | -2% | 2 | 27% | -1% | -2% | 0% | 0% | 0% | -6% | -6% | 1%[46.1 µM]
CN(C(=O)COC(=O)c1cccc(Cl)c1)C1CCS(=O)(=O)C1 (centres undefined) | -2% | 2 | -7% | 3% | 2% | 0% | 10% | 2% | -5% | -11% | 12%
(further entries)
SMILES | PTAP TSG101 blk | TSHR antagonist | a7 integrin act | AT treatment | S-ASM inh | Tb PFK inh | ELG1 repair inh | Mito fusion yeast | Eya2 inh | Chronic BCR inh | TCR act
CSCc1ccc(C(=O)NC(C)c2cnn(-c3ccccn3)c2C)o1 (centres undefined) | 0% | 6 | 29% | 1% | -1% | 1% | 14% | 1% | -15% | 6% | -4%
Cc1cccc(-c2c3c(=O)n(C)c(=O)n(C)c3c3cccnn23)c1 | -12% | -9 | 10% | 3% | -14% | 1% | -21% | 4% | 14% | 1% | -2%
CC1CCC(C(C)C)C(OC(=O)CSc2n[nH]c(=O)[nH]c2=O)C1 (centres undefined) | 0% | -13 | 5%[7.66 µM] | -13% | -5% | 1% | 3% | 5% | 17% | 12% | .
CCCCc1cc(=O)oc2cc(OCC(=O)N3CCC(C(=O)O)(c4ccccc4)CC3)ccc12 | -8% | -10 | -9% | 0% | 6% | ? | -2% | -2% | 14% | 13% | -16%
O=S(=O)(c1cccs1)N1CCN(CC(O)COc2cccc(Br)c2)CC1 (centres undefined) | 4% | -14 | -26% | 1% | -1% | -7% | 21µM* | 1% | -5% | ? | 5%
COc1ccc(-c2nnc(SCc3cccnc3)o2)cc1 | -5% | 13 | 14% | . | -1% | 4% | ? | -1% | -4% | -12% | -3%[46.1 µM]
COc1ccccc1NC(=O)CSc1ccc2nnc(-c3cccnc3)n2n1 | -3% | 2 | 0% | -1% | 2% | -3% | 2% | -7% | -11% | ? | -5%[46.1 µM]
CCC(C)c1c(O)nc(SCC(=O)Nc2ccccc2)[nH]c1=O (centres undefined) | -7% | -3 | -11% | 1% | -1% | 3% | 10% | 0% | 10% | 15% | -1%
CC(=O)c1ccc(NC(=O)C(C)N(C)CC(=O)Nc2ccc(Cl)cc2)cc1 (centres undefined) | -6% | -3 | -6% | 6% | -2% | -7% | ? | -12% | 1% | -7% | 0%
NNC(=O)COc1ccccc1F | -2% | 6 | 23% | -11% | 5% | -1% | 19% | -1% | 0% | ? | 2%[46.1 µM]
COc1ccc(C(C)=O)c(Oc2nc(CN3CCOCC3)nc3scc(-c4cccs4)c23)c1 | -6% | -2 | 5% | -2% | -3% | 0% | ? | -2% | -9% | 0% | 0%
COc1ccc(C(=O)CNC2=NCCC2)cc1 | -1% | 2 | -1% | 4% | -1% | -1% | 22% | 2% | 15% | 6% | -6%
Cc1ccc(CN2CC(C(=O)Nc3cccc(C)n3)CC2=O)cc1 (centres undefined) | -6% | 5 | -7% | 2% | -5% | -10% | 23% | -6% | 18% | 13% | -4%
CCCCCCCOc1ccc(C2CC(=O)N(C)C2=O)cc1 (centres undefined) | -8% | -3 | -3% | 4% | -10% | -2% | 27% | -2% | -15% | 1% | .
CCOC(=O)C1=CN(c2cccc(F)c2)C=C(C(=O)OCC)C1c1cc(OC)c(O)c([N+](=O)[O-])c1 | -5% | -14 | -11% | -1% | -13% | -4% | -1% | -1% | 30% | 13% | -35%
